Bcl-B displacement: displacers of TR3 peptide from Bcl-B, primary screen, selectivity assay for Bfl-1 inhibitor project, biochemical, fluorescence polarization; Bcl-2-like protein 10 (Homo sapiens); FP displacement of FITC-TR3 peptide from Bcl-B; higher % means a stronger effect; displacement, % at 20 µM, or IC50 in µM where a hit was titrated; 96,000 compounds, 0.11% hits; AID 748, 2007;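 active means displacement above 50% at 20 µM plus a fluorescence interference ratio under 1.5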;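 further: plate controls were wells without compound for no effect and wells lacking Bcl-B protein for full effect; a part of the inactive calls stands beside numbers as strong as those of hits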
PLAP inhibitors HTS: PLAP enzyme inhibitors, biochemical, luminescence, HTS (AID 690); 96,000 compounds, 0.08% hits; one-dose inhibition, % at 20 µM; IC50 in µM for titrated hits; purified PLAP, luminescent substrate; higher % means a stronger effect; Alkaline phosphatase, placental type (Homo sapiens); in the data active means a potency from the dose series; inactive means the rest, 99 in 100 with inhibition below about 30%; further: strong numbers were not always called active
NFkB transloc pot: enhancers of NFkB p65 translocation in HUVEC – imaging, IL-1B stimulus, high-content imaging, primary screen; HUVEC IL-1B NFkB p65 nuclear translocation imaging; activation, % at 2 µM; 94,000 compounds, 0.3% hits; AID 819, 2007;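 active means activation above 40%, about the mean plus 3 SD, also judged a hit on visual image review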;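 further: percent activation is computed from the nuclear over cytoplasmic p65 intensity ratio; values of inactives mirror those of a sister screen read the other way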
MRP resist rev: reversal of MRP1-mediated doxorubicin resistance, primary screen, H69AR cells, doxorubicin co-treatment; differential viability (reversal), % at 10 µM; 85,000 compounds, 0.04% hits; H69AR cells + 2 uM doxorubicin, CellTiter-Glo, 72 h;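 active means viability drop by adding the cancer drug above about 55%, with treated viability meeting a 40% cutoff, limit read from the data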;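 further: viability without doxorubicin minus viability with 2 µM doxorubicin for each compound; larger differential means the compound sensitizes cells more to doxorubicin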
NFkB transloc inh: inhibitors of IL-1B driven NFkB p65 nuclear import, primary screen, imaging, HUVEC, IL-1B stimulus, high-content imaging; HUVEC IL-1B NFkB p65 nuclear translocation imaging; inhibition, % at 2 µM; 94,000 compounds, 0.43% hits;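 active means inhibition above about 30% together with a positive call from visual inspection of the well image, limit read from the data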;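 further: nuclear over cytoplasmic p65 intensity ratio measured by imaging; 0% = IL-1B stimulated DMSO wells and 100% = unstimulated DMSO wells; values of inactives mirror those of a sister screen read the other way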
MRP resist rev cytotoxicity: recorded beside MRP resist rev, whose call it bears; viability, %; H69AR cells, CellTiter-Glo, 72 h; measured here: cytotoxicity without doxorubicin
MRP resist rev with doxorubicin: also measured in MRP resist rev; calls as there; viability, %; measured here: viability with 2 uM doxorubicin; hits give low values
NFkB transloc inh cell count 2 µM: recorded beside NFkB transloc inh, whose call it bears; cell count; measured here: cells passing quality filter;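 raw number of nuclei counted in each imaged well without normalization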
NFkB transloc pot cell count 2 µM: second read-out of NFkB transloc pot, no call of its own (marks repeat the call); cell count; measured here: cells passing quality filter
* marks the source's active call; other numbers are inactive results; . = no result given. A portion of the library. The share of hits here may be higher or lower than overall.

Start of the data: the first 7 entries, ahead of the listing:
smiles | Bcl-B displacement | PLAP inhibitors HTS | NFkB transloc pot | NFkB transloc pot cell count 2 µM | MRP resist rev | MRP resist rev cytotoxicity | MRP resist rev with doxorubicin | NFkB transloc inh | NFkB transloc inh cell count 2 µM
Cc1nnc(SCC(=O)Nc2ccc3c4c(cccc24)CC3)n1C | -8% | -17% | 7 | 139 | -2 | 101 | 103 | -7 | 139
COc1ccc(C2(C(=O)Nc3c(C)n(C)n(-c4ccccc4)c3=O)CCCC2)cc1OC | . | . | 4 | 156 | 18 | 88 | 69 | -4 | 156
Cc1cc(C)c2c(n1)sc1c(N3CCN(CCO)CC3)ncnc12 | -7% | -46% | 4 | 144 | 14 | 82 | 67 | -4 | 144
O=C1CCc2cc(S(=O)(=O)N3CCN(C(=O)c4ccco4)CC3)ccc2N1 | -8% | -11% | -8 | 105 | -10 | 89 | 99 | 8 | 105
CC(NC(=O)COc1ccc(Oc2ccccc2)cc1)C(=O)O (configuration not stated) | -1% | -45% | 4 | 152 | 3 | 99 | 95 | -4 | 152
c1ccc(SCc2nc(-c3ccncc3)no2)cc1 | 1% | -22% | 17 | 129 | 12 | 87 | 74 | -17 | 129
COCCOC(=O)c1[nH]c2c(c1C)C(=O)C(C(=O)OC)C(C)C2 (configuration not stated) | 5% | 11% | 1 | 210 | -2 | 81 | 83 | -1 | 210

Main list, previewed entries included:
smiles | Bcl-B displacement | PLAP inhibitors HTS | NFkB transloc pot | NFkB transloc pot cell count 2 µM | MRP resist rev | MRP resist rev cytotoxicity | MRP resist rev with doxorubicin | NFkB transloc inh | NFkB transloc inh cell count 2 µM
Cc1nnc(SCC(=O)Nc2ccc3c4c(cccc24)CC3)n1C | -8% | -17% | 7 | 139 | -2 | 101 | 103 | -7 | 139
COc1ccc(C2(C(=O)Nc3c(C)n(C)n(-c4ccccc4)c3=O)CCCC2)cc1OC | . | . | 4 | 156 | 18 | 88 | 69 | -4 | 156
Cc1cc(C)c2c(n1)sc1c(N3CCN(CCO)CC3)ncnc12 | -7% | -46% | 4 | 144 | 14 | 82 | 67 | -4 | 144
O=C1CCc2cc(S(=O)(=O)N3CCN(C(=O)c4ccco4)CC3)ccc2N1 | -8% | -11% | -8 | 105 | -10 | 89 | 99 | 8 | 105
CC(NC(=O)COc1ccc(Oc2ccccc2)cc1)C(=O)O (configuration not stated) | -1% | -45% | 4 | 152 | 3 | 99 | 95 | -4 | 152
c1ccc(SCc2nc(-c3ccncc3)no2)cc1 | 1% | -22% | 17 | 129 | 12 | 87 | 74 | -17 | 129
COCCOC(=O)c1[nH]c2c(c1C)C(=O)C(C(=O)OC)C(C)C2 (configuration not stated) | 5% | 11% | 1 | 210 | -2 | 81 | 83 | -1 | 210
COc1ccccc1NC(=O)N1CCC(C(=O)c2ccc(F)cc2)CC1 | 5% | -32% | -8 | 81 | . | . | . | 8 | 81
CN(C)c1cc(C(F)(F)F)nc(-c2ccccn2)n1 | -2% | 5% | 4 | 118 | . | . | . | -4 | 118
COc1ccc(Nc2nc(N)nc(COc3ccc(OC)cc3)n2)cc1 | -12% | 1% | -33 | 167 | 0 | 81 | 81 | 33* | 167*

Look-ups from the results shown.
Cc1cc(C)c2c(n1)sc1c(N3CCN(CCO)CC3)ncnc12 in NFkB transloc pot cell count 2 µM shows 144
COc1ccccc1NC(=O)N1CCC(C(=O)c2ccc(F)cc2)CC1 in Bcl-B displacement shows 5%
COc1ccc(Nc2nc(N)nc(COc3ccc(OC)cc3)n2)cc1 in NFkB transloc inh shows 33*
CN(C)c1cc(C(F)(F)F)nc(-c2ccccn2)n1 in NFkB transloc pot cell count 2 µM shows 118

The list goes on:
smiles | Bcl-B displacement | PLAP inhibitors HTS | NFkB transloc pot | NFkB transloc pot cell count 2 µM | MRP resist rev | MRP resist rev cytotoxicity | MRP resist rev with doxorubicin | NFkB transloc inh | NFkB transloc inh cell count 2 µM
O=C(CSc1nnc(-c2ccc(S(=O)(=O)N3CCCC3)cc2)o1)NCc1ccco1 | 23% | -39% | 8 | 159 | -16 | 61 | 77 | -8 | 159
Cc1cc(C)cc(NC(=O)c2snc3c(=O)[nH]cnc23)c1 | 4% | 0% | 1 | 167 | . | . | . | -1 | 167
N#Cc1cc(-c2ccc(Cl)cc2)cnc1Sc1ccc(F)cc1 | -2% | 9% | . | . | . | . | . | . | .
Cn1cnnc1SCc1ccc(C(=O)O)cc1 | 3% | 9% | 24 | 124 | -17 | 97 | 114 | -24 | 124
Cc1cc(S(=O)(=O)Nc2ccc(N(C)C)cc2)c(C)s1 | 0% | 8% | 11 | 190 | -17 | 59 | 76 | -11 | 190
N#C/C(=C\c1cn(Cc2ccccc2C#N)c2ccccc12)C(=O)NCc1cccs1 | -17% | -4% | -7 | 95 | . | . | . | 7 | 95
Cc1cc(C)c(NC(=O)C2CCCN2C)c(C)c1 (configuration not stated) | 2% | -25% | -6 | 190 | 5 | 96 | 91 | 6 | 190
COc1ccc(/C=C(/C#N)S(=O)(=O)c2ccc(C)cc2)cc1 | 3% | 14% | 2 | 67 | 30 | 108 | 78 | -2 | 67
COc1cc(CN(C)CCc2ccccc2)ccc1OCc1ccccc1 | -10% | -47% | -5 | 69 | . | . | . | 5 | 69
O=C(Nc1cnn(Cc2ccc(Cl)c(Cl)c2)c1)c1nc2ncccn2n1 | 3% | 16% | -3 | 181 | 11 | 96 | 85 | 3 | 181
C=C(C)COc1ccc(-c2[nH]ncc2Oc2ccccc2OC)c(O)c1 | -4% | -96% | 4 | 108 | -19 | 1 | 20 | -4 | 108
O=C(COC(=O)C1CCN(S(=O)(=O)c2cccc3cccnc23)CC1)c1ccc(F)cc1 | -5% | 14% | 2 | 144 | . | . | . | -2 | 144
N#Cc1c(/N=C/c2ccco2)oc(-c2ccccc2)c1-c1ccccc1 | -14% | 6% | -5 | 135 | 16 | 98 | 82 | 5 | 135
COc1ccccc1C(OC(=O)c1cccs1)C(=O)NCC1CCCO1 (configuration not stated) | 0% | 2% | -4 | 160 | . | . | . | 4 | 160
O=C(Nc1ccc2c(c1)OCCO2)NC1CCCCC1 | -2% | 21% | 15 | 147 | 5 | 93 | 89 | -15 | 147
COc1cc(C2C(C#N)=C(C)NC3=C2C(=O)CC(C)(C)C3)cc(OC)c1O (configuration not stated) | -10% | 7% | -12 | 123 | 29 | 92 | 63 | 12 | 123
Cc1cc(C(=O)N2CCN(c3ccccc3)CC2)no1 | -14% | 11% | 18 | 185 | 1 | 85 | 83 | -18 | 185
COc1ccc(C(=O)N(CCCO)C(C)C(=O)NC2CCCCC2)cc1OC (configuration not stated) | -7% | 3% | 8 | 106 | 11 | 100 | 89 | -8 | 106
Cc1ccc(Cn2cccc(NC(=O)NC3CCCCC3)c2=O)cc1 | -5% | 5% | 0 | 173 | 13 | 88 | 75 | 0 | 173
CCC(C)(C)n1nnnc1C(c1ccc(C)cc1)N1CCCC1 (configuration not stated) | -2% | -57% | 0 | 152 | 14 | 95 | 81 | 0 | 152
COc1ccc(NC(=O)CCN2C(=O)c3ccccc3S2(=O)=O)cc1 | -3% | 7% | 20 | 185 | -10 | 89 | 99 | -20 | 185
COc1cc(-c2nnc(SCc3cc(=O)oc4cc(O)c(O)cc34)o2)cc(OC)c1OC | 0.49µM* | -70% | 13 | 150 | . | . | . | -13 | 150
CC(C)Cc1ccc(/C(=N/O)C(=O)O)s1 | 9% | -15% | 9 | 187 | -7 | 89 | 95 | -9 | 187
O=C(NCCNS(=O)(=O)c1ccccc1)c1cc(OCC(F)(F)F)ccc1OCC(F)(F)F | -5% | -2% | -10 | 126 | . | . | . | 10 | 126
CCCOc1c(OC)cc(Cl)cc1C1NC(=O)NC(C)=C1C(=O)NCc1ccccc1 (configuration not stated) | 3% | 7% | 5 | 158 | 11 | 96 | 84 | -4 | 158
COc1ccc2c(=O)c(C(=O)NCCc3ccc(OC)c(OC)c3)c[nH]c2c1 | -10% | -57% | 11 | 210 | 4 | 81 | 77 | -11 | 210
COc1ccc(C2C(C(=O)O)CCC(=O)N2c2ccc(OC)cc2)cc1 (configuration not stated) | 2% | -23% | 9 | 198 | 3 | 96 | 93 | -9 | 198
COC(=O)c1nn(-c2ccccc2)c(Cl)c1/C=N/OCc1ccc(Cl)cc1Cl | -4% | -15% | 0 | 178 | . | . | . | 0 | 178
COC(=O)c1ccc(C2C(C#N)=C(C)NC3=C2C(=O)CC(C)(C)C3)cc1 (configuration not stated) | -7% | 4% | 0 | 82 | 7 | 84 | 77 | 0 | 82
CC1Cc2ccccc2N1C(=O)Cn1c(=O)cc(O)c2ccccc21 (configuration not stated) | -4% | 2% | -6 | 176 | -7 | 68 | 75 | 6 | 176
COc1ccccc1OCCOCCn1cnc2ccccc2c1=O | -3% | -61% | 17 | 139 | -12 | 83 | 95 | -17 | 139
CCc1nc2ccccc2c(C(=O)OCC(=O)NCc2ccco2)c1C | -9% | -29% | -11 | 82 | -1 | 76 | 77 | 11 | 82
Clc1ccc(/C=N/Nc2ncnc3ccccc23)cc1Cl | -4% | 2% | 13 | 170 | . | . | . | -13 | 170
N#Cc1cnn(Cc2ccccc2)c1/N=C/N1CCOCC1 | -5% | 10% | 2 | 155 | 5 | 100 | 95 | -2 | 155
c1ccc(-c2cc(-c3nc(-c4cccnc4)no3)c3ccccc3n2)cc1 | 5% | -19% | . | . | -9 | 12 | 21 | . | .
CCN(CC)c1ccc(/C=N/Nc2nc3ccccc3[nH]2)c(O)c1 | 1% | -27% | -1 | 164 | . | . | . | 1 | 164
Cc1ccc([N+](=O)[O-])cc1NC(=O)CN(C(=O)c1ccc(Cl)cc1)C1CCCCC1 | 2% | -7% | 5 | 125 | . | . | . | -5 | 125
Cc1sc(NC(=O)CSc2nnc(C(C)C)n2C)c(C#N)c1C | . | . | 7 | 68 | -1 | 96 | 98 | -7 | 68
Cc1ccc(C)c(Cn2c(=O)n(CCC(=O)NCc3ccco3)c(=O)c3sccc32)c1 | -10% | -7% | 2 | 152 | 5 | 78 | 73 | -2 | 152
COc1ccc(Cn2c(=O)sc3ccccc32)cc1OC | -4% | 4% | 2 | 180 | 1 | 94 | 93 | -2 | 180
Cc1cccc(-c2nsc(SCC(=O)N3CCCC3)n2)c1 | 0% | 4% | 3 | 107 | 12 | 85 | 73 | -3 | 107
C=CCn1c(-c2cccn(Cc3ccccc3)c2=O)n[nH]c1=S | -6% | 9% | 5 | 92 | . | . | . | -5 | 92
Cc1cc2ncn(-c3ncnc4scc(-c5ccccc5)c34)c2cc1C | -9% | 7% | 3 | 195 | . | . | . | -3 | 195
O=C(NCC1CCCO1)c1cc2n(n1)C(C(F)(F)F)CC(c1ccc(Br)cc1)N2 (configuration not stated) | 2% | -5% | 3 | 159 | 1 | 94 | 93 | -3 | 159
Cc1ccc(C)c(NC(=O)CSc2nnc(-c3ccccc3)n2N)c1 | -8% | 13% | 16 | 176 | -17 | 94 | 111 | -16 | 176
COc1ccc(N2CCN(c3ncccn3)CC2)cc1 | -8% | 24% | 11 | 131 | . | . | . | -11 | 131
CC12CC(c3ccccc3O1)N(C(=O)c1ccc(Br)o1)C(=O)N2c1ccccc1 (configuration not stated) | 1% | 12% | 17 | 173 | 11 | 94 | 83 | -17 | 173
COc1ccccc1Nc1nc(N)nc(CN2CCN(c3ccccc3)CC2)n1 | -7% | -43% | 2 | 138 | . | . | . | -2 | 138
CCCn1c(SCC(=O)Nc2ccccc2-c2ccccc2)nnc1-c1ccoc1C | -3% | -76% | . | . | -23 | 48 | 71 | . | .
